N370S GC: N370S glucocerebrosidase modulation, Gaucher chaperone candidate. P04062. 0.092% of 330,000 active. N370S GC spleen homogenate, 4MU-glucoside fluorescence. Potency, µM (series often up to 59.4 µM), for inactives: at the top dose activity change, negative = inhibition, most hits filed as inhibitors;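 further: 0% = full enzyme activity and -100% = no enzyme basal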
FEN1 inhibitor: human FEN1 inhibition | P39748 | Recombinant FEN1 flap cleavage, fluorescence, 15 min | Potency, µM (top dose mostly 114 µM), without a hit: top-dose activity change, negative = inhibition, hits mostly inhibitors | 0.35% of 390,000 active | AID 588795; further: nearly all actives have a fitted effect of over 65% in size
Target sequence (P39748 whole entry, looked up): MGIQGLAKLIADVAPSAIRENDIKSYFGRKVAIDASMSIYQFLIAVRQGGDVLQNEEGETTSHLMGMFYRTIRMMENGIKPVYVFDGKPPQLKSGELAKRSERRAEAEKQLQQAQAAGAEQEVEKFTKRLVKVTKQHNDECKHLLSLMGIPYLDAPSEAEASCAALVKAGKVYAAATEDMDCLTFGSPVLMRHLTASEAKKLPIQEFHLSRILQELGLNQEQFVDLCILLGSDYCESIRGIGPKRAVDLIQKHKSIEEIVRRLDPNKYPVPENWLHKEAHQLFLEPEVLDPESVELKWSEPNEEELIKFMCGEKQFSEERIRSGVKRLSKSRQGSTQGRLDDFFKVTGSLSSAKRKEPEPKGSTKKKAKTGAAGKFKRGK
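Concentration–response screening of FEN1 (10 nM): 15 min compound preincubation at room temperature, reaction started with 50 nM substrate and read at 0 and 15 min. Corrected, normalized data were fitted by a four-parameter Hill equation.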
DT40 TDP1 CPT: DT40-hTDP1 cell growth loss with CPT; chicken DT40 Tdp1-/-;hTDP1 cells + 20 nM CPT, ATP luminescence, 48 h; Potency, µM (top dose mostly 46.2 µM), for the others: at the highest dose activity change, negative = growth inhibition, actives largely listed as inhibitors; 12% of 420,000 active; further: nearly all actives have a fitted effect of over 55% in size
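Chicken DT40 Tdp1-/- cells complemented with human TDP1, 400 cells/well, exposed to compounds plus 20 nM camptothecin for at least 48 h at 37 C; viability read as ATP content by CellTiter-Glo luminescence.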
An asterisk follows results filed as active; ? = inconclusive; / = not tested or not shown; & = joins results of further samples; [ ] = dose if it differs, or a comment. The call rests on the fitted dose curve; in most records, active means well fitted curve in the direction sought with a large enough effect; inconclusive means small, poorly fitted or top-dose-only effect, or another doubt; inactive means no such curve, though single readings can be large; an effect the other way counts as inactive or inconclusive. Unless noted, on the % scale 0 is the no-effect control and ±100 the full control effect; potency means the concentration at half of the fitted maximal effect. These rows are one share of the data; count on the stated rates, not on these rows.

SMILES	N370S GC	FEN1 inhibitor	DT40 TDP1 CPT
O=C(CC1CCCC1)NCCc1cn2ccccc2n1	20%	-4%	8%
Cc1ccnc(NS(=O)(=O)c2ccccc2)c1	-4%	-3%	3%
CC(=O)c1ccc(C(=O)N2CCc3c([nH]c4ccccc34)C2c2cccc(C)n2)s1 (stereo unspecified)	28%	0%	23µM*
CCN(CC)C(=O)C1CCCN(c2ccc([N+](=O)[O-])cc2/C=N/NC(=O)c2ccccc2)C1 (stereo unspecified)	1%	-3%	-12%
Cc1onc(-c2c(F)cccc2Cl)c1C(=O)NCc1ccc(S(N)(=O)=O)cc1	/	5%	-9%
C#CCOCCOCCOCCNc1nc(N2CCN(C(=O)C([C@@H](C)CC)n3cc(C(N)Cc4ccc(O)cc4)nn3)CC2)nc(N2CCN(C(=O)[C@H](CCC(=O)O)n3cc(C(N)Cc4ccc(O)cc4)nn3)CC2)n1 (stereo partly specified)	7%	-4%	-2%
Cc1ccc(S(=O)(=O)N/N=C\C=C\c2ccccc2)cc1	6%	-3%	-2%
CCCc1cc(=O)oc2cc(OCC(=O)N3CCOCC3)c(Cl)cc12	0%	-8%	6%
Cc1ccc(NC(=O)Nc2cnccn2)c(C)c1	10%	15%	-11%
Cc1ccc(CSCCC(=O)NCc2ccc(F)cc2Cl)cc1	/	-1%	0%
CCCSc1ncc(Cl)c(C(=O)Nc2scc(-c3ccc(C)cc3)c2C(=O)OCC)n1	/	0%	3%
COc1ccc(CC(=O)N2CCN(c3ccccc3F)CC2)cc1OC	-1%	3%	?
NS(=O)(=O)c1cccnc1Nc1c(Cl)cccc1Cl	1%	-1%	-22%
Cc1ccc(NC(=O)C2CCN(C(=O)[C@@H]3Cc4ccccc4CN3)CC2)c(C)c1	1%	-6%	2%
Cc1ccc(CCNC(=O)C2COc3ccccc3C2)cc1 (stereo unspecified)	/	2%	?
O=C(Nc1ccc(-c2nnc(-c3ccco3)o2)cc1)C(c1ccccc1)c1ccccc1	3%	-11%	9.2µM*
CCN(CC)c1cc(Cl)nc(N)n1	12%	-6%	-29%
CCNC(=O)NC(=O)C(C)OC(=O)Cc1coc2cc3c(cc12)CCC3 (stereo unspecified)	6%	-9%	-15%
CCOC(=O)N1CCC2(CC1)OC(=O)C(C)=C2C(=O)NCc1cccc(F)c1	/	1%	-5%
CC(C)Cn1c(SCC#N)nc2ccccc2c1=O	-2%	8%&-14%	-18%&-2%
CCOC(=O)c1[nH]ncc1CN1CCCC(C(=O)c2cc(Cl)ccc2OC)C1 (stereo unspecified)	7%	21%	5%
Cc1ccc(-n2[nH]c(C)c(C=Nc3ccc4[nH]c(=O)[nH]c4c3)c2=O)cc1C	-6%	-10%	?
CCCCc1nc2cc(C(=O)NCc3cn(C)nc3C)ccc2o1	-7%	-12%	?
CCc1ccc(NC(=O)C(=O)N/N=C(\C)CC(=O)NCCOC)cc1	1%	9%	-7%
COc1ccc(S(=O)(=O)N2CCN(CC(=O)Nc3cccc(F)c3)CC2)cc1	0%	-1%	-7%
(more compounds)
SMILES	N370S GC	FEN1 inhibitor	DT40 TDP1 CPT
Cn1c(NNC(=O)c2ccccc2F)cc(=O)n(C)c1=O	1%	1%	2%
CC1CN(C2CCCCC2)C(=S)NC1=O (stereo unspecified)	/	2%	2%
Cc1ccc([N+](=O)[O-])cc1S(=O)(=O)Nc1ccc(C(=O)N2CCN(C(=O)c3ccco3)CC2)cc1	/	-15%	-16%
CC(C)(C)OC(=O)N(CCc1ccccc1)Cc1ccccc1OCc1cccc(NC(=O)C2CC2)c1	/	-9%	?
COc1ccccc1NC(=O)Cn1c(=O)c(CNc2ccccc2)cc2cc(OC)c(OC)cc21	/	-2%	5.2µM*
COC(=O)N1CCC2(CC1)CCN(c1cccc(-c3ccccc3)c1)CC2	5%	/	?
Cc1ccc(C2(c3noc(CN4CCOCC4)n3)CCCC2)cc1	6%	16%	20%
CCOC(=O)c1cccc(NC(=O)CCc2c(C)nc3c4cccnc4nn3c2C)c1	/	-6%	?
COc1ccc(CCNC(=O)CSc2ncnc3c2oc2ccccc23)cc1OC	7%	-10%	?
O=S(=O)(c1cccc(-c2nnc3n2CCCCC3)c1)N1CCOCC1	1%	-10%	-18%
CC(=O)Nc1ccc(NC(=S)NC(=O)c2ccc([N+](=O)[O-])cc2)cc1	-1%	4%	-9%
COc1ccccc1N1CCN(C(=O)c2cc(CC(C)C)on2)CC1	/	-7%	?
Cc1ccc(SCC(=O)NC(C)c2ccccc2)cc1 (stereo unspecified)	-4%	4%	-17%
O=C(NCCCCCCNC(=O)OCCO)OCCO	12%	-3%	11%
CCOC(=O)c1c(NC(=O)COC(=O)c2ccccc2NC)sc(C(=O)N(C)C)c1C	?	-18%	?
Cc1ccc(NC(=O)Cn2c(CCC(=O)O)ccc2-c2cccs2)cc1Cl	1%	12%&-12%	-21%&5%
COc1ccccc1N1CCN(CC(=O)Nc2ccccc2C(=O)NC(C)c2ccccc2)CC1 (stereo unspecified)	/	-18%	15µM*
Cc1ccc(S(=O)(=O)Nc2ccc(-n3c(C)nc4ccccc4c3=O)cc2)cc1	-2%	12%	-23%
COC(=O)c1ccccc1NC(=O)/C=C/c1ccco1	12%	-16%	-15%
CC(C)NC(=O)c1nn(-c2ccccc2F)nc1CO	/	-4%	-9%
CSc1ccc(/C=N/N2CCN(Cc3ccc(C)cc3C)CC2)cc1	-7%	-7%	-11%
CC(=O)Nc1ccc(SC[C@H](CC(C)C)N2CCN(CC(C)C)CCC2=O)cc1	-10%	9%	?
C#CC(C)(O)C1CC(CC(=O)O)C1(C)C (stereo unspecified)	/	12%	37%[activator]
COc1ccc(C)cc1NC(=O)c1cnc2scc(C)n2c1=O	5%	12%	2%
N#C/C(=C\c1ccc(F)cc1)c1n[nH]c(Cn2cncn2)n1	-8%	-1%	-2%

Some of these compounds in order of length of the SMILES, lowest first.
SMILES	N370S GC	FEN1 inhibitor	DT40 TDP1 CPT
O=C(CC1CCCC1)NCCc1cn2ccccc2n1	20%	-4%	8%
Cn1c(NNC(=O)c2ccccc2F)cc(=O)n(C)c1=O	1%	1%	2%
Cc1ccc(C2(c3noc(CN4CCOCC4)n3)CCCC2)cc1	6%	16%	20%
CCc1ccc(NC(=O)C(=O)N/N=C(\C)CC(=O)NCCOC)cc1	1%	9%	-7%
CCN(CC)C(=O)C1CCCN(c2ccc([N+](=O)[O-])cc2/C=N/NC(=O)c2ccccc2)C1 (stereo unspecified)	1%	-3%	-12%

Back to the main list, repeating the two entries before the break.
SMILES	N370S GC	FEN1 inhibitor	DT40 TDP1 CPT
COc1ccc(C)cc1NC(=O)c1cnc2scc(C)n2c1=O	5%	12%	2%
N#C/C(=C\c1ccc(F)cc1)c1n[nH]c(Cn2cncn2)n1	-8%	-1%	-2%
CC(=O)NC(=C(Cl)Cl)S(=O)(=O)c1ccccc1	5%	3%	12µM*
O=C(COC(=O)c1ccccc1Br)NCc1cccs1	/	-4%	-2%
CC(C)Cc1nnc(NC(=O)CCC(=O)N2CCN(c3ccc(Cl)cc3)CC2)s1	1%	-11%	21µM*
O=C(Nc1ccccc1)N1CCC2(CC1)CCN(C(=O)c1ccncc1)CC2	8%	/	5%
Cc1c(OCC(=O)N2CCC[C@@H]2C(=O)O)ccc2c3c(c(=O)oc12)CCC3	-16%	13%	12%
O=C(NN=C1C2CC3CC1CC(Cl)(C3)C2)c1ccccn1	12%	-1%	0%
Cc1nnsc1SCCNC(=O)Nc1ccc(Cl)cc1	-2%	-16%	?
O=C(/C=C/c1ccc(F)cc1)Nc1nc2n(n1)C(c1ccc(Cl)cc1)C=C(c1ccccc1)N2 (stereo unspecified)	/	-1%	?
O=C(O)C1CC=CCC1C(=O)N1CCCC1 (stereo unspecified)	-7%	1%	0%
O=C(CN1C(=O)/C(=C\c2cccc(Br)c2)Oc2ccccc21)NCC1CCCO1 (stereo unspecified)	?	17%	?
CCN1CCCC1CN(Cc1cc2c(C)cc(C)cc2[nH]c1=O)C(=O)NC1CCCCC1 (stereo unspecified)	-21%	4%	23µM*
O=C(CCS(=O)(=O)c1cc(Br)cc2c1N(C(=O)C1CC1)CC2)N1CCN(c2cccc(Cl)c2)CC1	/	-4%	2%
CC(C)C[C@H](N)C(=O)N1CCC(C(=O)N[C@H](C(=O)NCc2ccc(F)cc2)C(C)C)CC1	6%	4%	-4%
Cc1cc(CSc2ccccc2)ccc1NC(=O)c1ccc(Cl)c([N+](=O)[O-])c1	-1%	-13%	?
Nc1nnc(-c2cccc([N+](=O)[O-])c2)o1	0%	-7%	8%
COc1ccc(S(=O)(=O)CC(=O)c2cc3cc(Br)ccc3oc2=O)cc1	?	?	?
Cc1ccccc1-c1nc(CN2CCC(C(=O)NCc3ccco3)CC2)c(C)o1	-4%	-14%	?
COc1cc2oc(=O)c3c4c(cc5ccc(c1CCN(C)C)c2c53)OCO4	-14%	/	?
COc1cc(Cl)c(C)cc1NC(=O)COC(=O)C1=NN(c2ccccc2)C(=O)CC1	/	-15%	6%
COc1cccc(-c2nc(CS(=O)(=O)CC(=O)NCCCN3CC(C)CC(C)C3)c(C)o2)c1 (stereo unspecified)	-8%	18%	-13%
O=C(CN1C(=O)S/C(=C\c2ccccc2Cl)C1=O)NCCCn1ccnc1	?	-10%	14%
OC[C@H]1O[C@@](CO)(O[C@H]2O[C@H](CO)[C@@H](O)[C@H](O)[C@H]2O)[C@@H](O[C@H]2O[C@H](CO)[C@@H](O)[C@H](O)[C@H]2O)[C@@H]1O	/	17%	-4%
O=C(Nc1ccc(F)c(Cl)c1)c1cccnc1	3%	-6%	?
CN(C)c1ncc2nc(-c3ccccc3)c(=O)n(C)c2n1	?	/	-8%
CCCCCn1c(CCCNC(=O)CC)nc2ccccc21	2%	0%	21µM*

Compounds from the list above that have a cyano group (two):
SMILES	N370S GC	FEN1 inhibitor	DT40 TDP1 CPT
CC(C)Cn1c(SCC#N)nc2ccccc2c1=O	-2%	8%&-14%	-18%&-2%
N#C/C(=C\c1ccc(F)cc1)c1n[nH]c(Cn2cncn2)n1	-8%	-1%	-2%

Later entries:
SMILES	N370S GC	FEN1 inhibitor	DT40 TDP1 CPT
Cc1ccn2c(=O)c(C(=O)NCCc3ccc(S(N)(=O)=O)cc3)c(O)nc2c1	/	7%	-11%
CSCCC(NC(=O)c1cccc(S(=O)(=O)N2CCOCC2)c1)C(=O)Nc1cccc(C)c1 (stereo unspecified)	1%	9%	-7%
CC(C)(C)NCC(O)COc1ccccc1C(C)(C)C (stereo unspecified)	-7%	5%	?
O=[N+]([O-])c1ccc2nc(CN3CCCCC3)[nH]c2c1	-25%	-16%	-2%
Cc1ccc(NC(=O)CCn2c(=O)[nH]c3ccsc3c2=O)cc1	11%	0%	5%
COc1cc2ccccc2cc1C(=O)Nc1ccccc1Cl	0%	-33%	-25%
CC1CCN(C(=O)CN2C(=O)NC(c3ccccc3)(c3ccccc3)C2=O)CC1	/	-3%	3%
O=C(Nc1nnc(S(=O)(=O)N2CCN(c3ccc(F)cc3)CC2)s1)c1ccco1	3%	-5%	16µM*
CCOc1ccc(C(=O)c2cn(CC(=O)Nc3ccc4c(c3)OCO4)c3ccc(OC)cc3c2=O)cc1	/	18%	?
O=c1[nH]c(NCCO)c(N=Cc2ccccc2)c(=O)[nH]1	/	-16%	?
COc1ccc(CNc2ncnc3ccc(-c4ccccc4OC)cc23)c(OC)c1	-26%	/	?
CCc1cccc(C)c1NC(=O)CN1C(=O)c2c(c3ccccc3n2C)C1c1ccc(OC)cc1 (stereo unspecified)	/	5%	?
CCOC(=O)COc1ccc2c(c1)c(C(C)=O)c(C)n2-c1ccccc1	-16%	-2%	12%
CCNC(=O)c1ccc(-n2nc(C)cc2-c2ccccc2)cc1	-5%	6%	?
CN(C)CC(O)CN(c1ccccc1)c1ccccc1 (stereo unspecified)	-24%	4%	-10%
CCN(CC)C(=O)CSc1nc2ccccc2c(=O)n1CC	-6%	-1%	?
O=C(Nc1ccc(Br)cc1)c1cc(-c2cccs2)nc2ccccc12	/	-5%	?
Cc1cc(C)n(C(=O)CCCCCC(=O)n2nc(C)cc2C)n1	-17%	1%	-9%
CCOc1ccc(C(=O)NCc2ccccc2OC)cc1	14%	3%	-24%
FC(F)(F)c1ccccc1NC(=S)NN1CCOCC1	7%	0%	2%
Cc1cc(N/C=C/C(=O)c2cccs2)ccc1F	1%	-20%	?
O=C(Nc1cc(N2CCCCC2)ncn1)c1ccccc1	4%	-4%	-30%
Cc1cc(C)c(NC(=O)COC(=O)Cn2nc(-c3ccccc3)oc2=O)c(C)c1	/	0%	0%
O=S(=O)(c1ccc(Cl)cc1)N1CCC(c2ccncc2)CC1	/	11%	?
COCCCN1CC(=O)N2C(c3ccc(C)cc3)c3[nH]c4ccccc4c3C[C@H]2C1=O (stereo partly specified)	-3%	1%	-5%
O=c1[nH]c(N/N=C/c2cc3c(cc2[N+](=O)[O-])OCO3)nc2ccccc12	16%	13%	-25%
